uPA generation: blocks generation of uPA at the cell surface; cell surface uPA generation assay, qHTS; Potency, µM (doses to about 38.3 µM), for inactives: top-dose activity change, negative = inhibition, usual class: inhibitors; actives 0.31% (n = 330,000); active = well fitted inhibition curve with a large enough effect; inconclusive = small, poorly fitted or top-dose-only effect; inactive = no such curve, though single readings can be large or run the other way; tested in mouse RAW 264.7 cells; also: potency is read from the fitted curve at half-maximal effect; nearly all actives have a fitted effect of over 55% in size
GALK inh: blocks human galactokinase activity; Purified GALK, Kinase-Glo residual ATP luminescence; Potency, µM (top dose mostly 57.5 µM), for the others: top-dose activity change, negative = inhibition, usual class: inhibitors; actives 0.007% (n = 270,000); AID 1868; also: potency is read from the fitted curve at half-maximal effect
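ATP-depletion format; final 35 uM ATP, 100 uM D-galactose, 5 nM enzyme; pH 8.0 HEPES/Mg2+ buffer; 60 min RT; luminescence read 10 min after detection reagent.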
hERG WT inh: KCNH2 (human, wildtype) channel inhibition | U2OS, BacMam KCNH2, thallium flux FluxOr; active compounds read low | actives 0.37% (n = 340,000) | activity change, % at 1.84 µM | AID 720551;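 active = maximum activity change below -70%; inconclusive = maximum activity change between -70% and -50%; inactive = maximum activity change above -50%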
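U2OS cells transduced with wild-type KCNH2 virus are loaded with FluxOr dye for 45 min, and thallium flux is measured in kinetic reads before and after stimulation buffer. Rate constants are normalized to DMSO controls.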
USP2a block: blocks human ubiquitin-specific protease USP2a | Potency, µM (highest dose often 38.3 µM), inactives show top-dose activity change, negative = inhibition, usual class: inhibitors | AID 463254 | USP2 core, Ub-CHOP2 coupled fluorogenic reporter, 485/531 | actives 0.01% (n = 330,000);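 also: potency is read from the fitted curve at half-maximal effect; plate controls were DMSO wells for no effect and full inhibition by NEM control for full effect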
Target sequence (O75604 whole entry, looked up): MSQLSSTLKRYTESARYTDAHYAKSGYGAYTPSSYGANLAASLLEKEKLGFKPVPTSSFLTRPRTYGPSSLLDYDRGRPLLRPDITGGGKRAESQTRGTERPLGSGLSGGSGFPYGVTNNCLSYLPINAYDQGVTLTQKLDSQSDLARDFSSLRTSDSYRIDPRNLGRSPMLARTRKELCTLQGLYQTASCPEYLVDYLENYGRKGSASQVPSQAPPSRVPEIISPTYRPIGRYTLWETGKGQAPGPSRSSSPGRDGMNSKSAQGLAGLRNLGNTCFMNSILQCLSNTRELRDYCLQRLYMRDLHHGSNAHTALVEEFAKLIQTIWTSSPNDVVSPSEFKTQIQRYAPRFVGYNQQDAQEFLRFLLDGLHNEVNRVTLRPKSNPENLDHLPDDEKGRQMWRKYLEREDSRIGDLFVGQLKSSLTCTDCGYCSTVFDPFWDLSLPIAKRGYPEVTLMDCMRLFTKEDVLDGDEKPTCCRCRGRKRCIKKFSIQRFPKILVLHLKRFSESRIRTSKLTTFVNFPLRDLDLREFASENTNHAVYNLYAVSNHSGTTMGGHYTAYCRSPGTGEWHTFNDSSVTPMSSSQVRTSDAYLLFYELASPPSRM
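Cell-free coupled assay: 10nM USP2 core preincubated 30min RT with compound in Tris-HCl pH 8.0/CaCl2/CHAPS buffer, then 25nM Ub-CHOP2 and 25nM reporter substrate; fluorescence (Ex 485/Em 531) read after 60min RT, normalized to NEM inhibition, concentration-response curves fitted.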
FBPA coupling cs: inhibits coupling enzyme system, counter-screen for aldolase hits; coupling enzyme system counterscreen, AmpLite Red fluorescence; activity change, negative = inhibition, % at 58.2 µM, hits read low; actives 0.67% (n = 290,000); in the data active = activity change below about -30%
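Activity here indicates interference with the coupling reaction, not aldolase inhibition. Compounds at 57.5 uM final met coupling enzymes for 10 min at RT; substrate and AmpLite Red detection followed, with a 525/598 nm fluorescence read after 20 min.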
Eya2 inh: inhibitors of human Eya2 phosphatase activity. recombinant Eya2, OMFP fluorescence dephosphorylation (OMFP is methylfluorescein phosphate). AID 488837. actives 0.006% (n = 330,000). Potency, µM (doses to about 76.9 µM), for inactives: at the highest dose activity, negative = inhibition, actives largely listed as inhibitors. O00167; also: potency is read from the fitted curve at half-maximal effect
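Eya2 protein (added as 0.2 uM solution) was preincubated with compound for 10 min at ambient temperature in 50 mM HEPES pH 7.5, 50 mM NaCl, 5 uM MgCl2, 0.05% BSA, 1 mM DTT. OMFP (added at 50 uM) then reacted 10 min; fluorescence read at 485/525 nm.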
KCNH2 3.1 inh: blocks the human KCNH2 3.1 channel isoform; U2OS KCNH2 3.1, thallium flux FluxOr; active compounds read low; activity change, % (tested at about 1.8 µM); actives 0.95% (n = 340,000); AID 720553;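 active = maximum activity change below -70%; inconclusive = maximum activity change from -70% to -50%; inactive = maximum activity change above -50%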;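 also: thallium influx rate constant from kinetic fluorescence after stimulation buffer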
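FluxOr-based Tl+ influx in U2OS cells transduced with KCNH2 3.1 virus; rate constants normalized to DMSO controls.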
B2AR arrestin: recruits beta-arrestin to the human beta2-adrenergic receptor; Potency, µM (titrated, usually from 46.1 µM), for inactives: top-dose activation, actives largely listed as activators; beta-arrestin recruitment to beta2AR, cell-based reporter; actives 0.02% (n = 330,000); P07550;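 also: potency is read from the fitted curve at half-maximal effect; 0% = DMSO controls and full agonism = EC100 isoproterenol or metaproterenol; nearly all actives have a fitted effect of over 65% in size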
Target sequence (P07550 whole entry, looked up): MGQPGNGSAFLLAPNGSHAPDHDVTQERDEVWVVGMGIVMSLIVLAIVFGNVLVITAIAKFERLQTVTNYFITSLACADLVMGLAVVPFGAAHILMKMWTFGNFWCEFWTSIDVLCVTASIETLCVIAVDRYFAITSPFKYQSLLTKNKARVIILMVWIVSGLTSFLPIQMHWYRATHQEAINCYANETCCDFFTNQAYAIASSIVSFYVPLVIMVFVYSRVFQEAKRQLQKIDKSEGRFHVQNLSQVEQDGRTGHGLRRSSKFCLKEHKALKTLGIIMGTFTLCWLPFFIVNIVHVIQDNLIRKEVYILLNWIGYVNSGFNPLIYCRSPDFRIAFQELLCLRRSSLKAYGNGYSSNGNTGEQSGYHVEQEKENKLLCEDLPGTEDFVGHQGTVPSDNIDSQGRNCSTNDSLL
PKM2 act: PKM2 (human) enzyme activation; P14618; purified PKM2, Kinase-Glo ATP luminescence, activation; response scale: 0% is enzyme alone, no compound; Potency, µM (top dose mostly 57.5 µM), inactives show top-dose activation, hits mostly activators; actives 0.34% (n = 260,000); AID 1631; also: potency is read from the fitted curve at half-maximal effect; nearly all actives have a fitted effect of over 55% in size
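Purified hPK-M2 (>95% pure) converted ADP (0.1 mM final) to ATP with 0.5 mM PEP in 50 mM imidazole pH7.2, KCl, MgCl2, Tween 20, BSA; 1 h at room temperature. ATP detected by Kinase-Glo luminescence.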
BCR signal inh: inhibitors of chronic active B-cell receptor signaling; ABC-DLBCL IkBa-CBG/CBR reporter, luminescence ratio, 4 h; Potency, µM (doses to about 46.1 µM), for inactives: at the top dose ratio change, negative = lower green/red ratio, hits mostly inhibitors; actives 0.05% (n = 340,000); AID 493014; active = well fitted inhibition curve with a large enough effect in the signal ratio, with a control signal flat, not every such curve was filed as active; inconclusive = small, poorly fitted or top-dose-only effect, or effect the other way, or a change in a side signal; the % refers to the signal ratio;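 also: potency is read from the fitted curve at half-maximal effect; plate controls were basal doxycycline-induced cells for no effect and cells given 10 µM MG132 for full effect; MG132 reads +100%, hits lower the ratio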
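TMD8 ABC-DLBCL cells carrying doxycycline-inducible green luciferase fused to IkappaBalpha plus unfused red luciferase were exposed to compounds (up to 46 uM) for 4 hrs at 37C. Activity came from the overlap-corrected green/red luminescence ratio.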
Giardia kill: Giardia lamblia killing | activity change, % at 7.66 µM, hits read low | AID 540267 | Giardia lamblia trophozoite viability | actives 0.15% (n = 340,000); in the data active = activity change below about -80%; inconclusive = between about -30% and that limit;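 also: parasites exposed to compound for two days anaerobically before the ATP read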
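Killing of trophozoites was scored by loss of ATP luminescence after a 48 hrs anaerobic exposure to compounds at 37 deg C, using 100 cells per well.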
The depositor's hits bear a star; i = inactive; u = inconclusive; x = no result given; [ ] = another dose, or the depositor's remark. Unless noted, calls follow the shape of the dose curve; as a rule, active = well fitted curve in the direction sought with a large enough effect; inconclusive = small, poorly fitted or top-dose-only effect, or another doubt; inactive = no such curve, though single readings can be large; an effect the other way counts as inactive or inconclusive. Unless noted, % is scaled to controls: 0 for no effect and ±100 for the full control effect.

SMILES	uPA generation	GALK inh	hERG WT inh	USP2a block	FBPA coupling cs	Eya2 inh	KCNH2 3.1 inh	B2AR arrestin	PKM2 act	BCR signal inh	Giardia kill
COc1ccc(-n2nc(C(=O)NCC(=O)NCc3ccco3)c3ccccc3c2=O)c(OC)c1	4%	1%	2	-2%	0	6%	3	0.6%	-3%	-10%	-2
CCc1nc2sc3ccccc3c(=O)c2c(=O)n1Cc1ccco1	-11%	-3%	-9	6%	2	-3%	3	-1.3%	u	u	3
Cc1ccc(C(=O)Oc2cc(N)n(S(=O)(=O)c3ccc(C)cc3)n2)cc1	-3%	9%	4	-1%	2	-4%	-5	3.8%	4%	-9%	7
O=S(=O)(N1CCCCC1)N1CCN(CC(O)COc2ccc3cc(Br)ccc3c2)CC1 (stereo not given)	x	0%	6	2%	0	-8%	u	-0.4%	-12%	u	-11
CC(C)(C)n1ncc2c(=O)n(CC(=O)NCc3ccco3)cnc21	-14%	-4%	0	0%	0	-2%	0	-0.2%	-5%	-19%	-23
O=C(NN=C1C2CC3CC(C2)CC1C3)c1cc(Cl)ccc1O	4%	-1%	-5	4%	1	0%	-1	0.0%	0%	u	17
CCCc1cc(C(=O)Nc2cnn(Cc3ccc(F)cc3)c2)no1	u	4%	-11	1%	2	-2%	35	-0.1%	-3%	13%	-13
CCn1c(CCCNC(=O)c2ccc(F)cc2)nc2ccccc21	0%	-3%	10	-1%	0	10%	-8	-0.1%	-3%	-14%	-10
O=C(CNC(=O)c1cccc(Cl)c1)NCCCSc1ccccc1	-1%	x	-4	3%	x	-3%	-4	-1.3%	x	0%	-1
CCCCC(CC)CNC(=O)Cn1c(=O)[nH]c2ccsc2c1=O (stereo not given)	0%	1%	u	0%	4	-5%	-4	-0.3%	-2%	-8%	-2
Cc1ccc(C(=O)OCC(=O)NCc2ccco2)cc1C	10%	x	-19	0%	x	-3%	10	0.4%	x	-1%	5
C/C(=N/NC(=O)C1CCN(S(=O)(=O)c2ccc(C)cc2)CC1)c1cccc([N+](=O)[O-])c1	-4%	0%	-9	0%	4	6%	-41	0.1%	4%	u	23
CN(C)S(=O)(=O)N1CCN(c2ccc([N+](=O)[O-])c(N3CCOCC3)c2)CC1	-3%	1%	3	10%	5	-7%	-4	-0.9%	0%	-8%	-9
O=C(NCCN1CCOCC1)c1ccccc1Oc1ccccc1	3%	0%	3	-2%	-1	-5%	13	8.1%	-9%	-1%	-8
CC(C)(C)NC(=O)C(c1cccs1)N(Cc1cccs1)C(=O)c1ccc(CN2CCOCC2)o1 (stereo not given)	5%	-2%	3	3%	2	1%	-12	0.2%	0%	2%	-12
CC1=CSC2=NC(=O)/C(=C/c3cccc(OC(=O)c4ccco4)c3)C(=N)N12	4%	-2%	1	0%	4	12%	0	-0.7%	13%	1%	-8
O=C(COC(=O)CNC(=O)c1ccccc1F)Nc1cccc(S(=O)(=O)N2CCCCCC2)c1	-4%	16%	18	8%	1	-23%	0	0.0%	-2%	-3%	3
CCOc1ccccc1N1CC(C(=O)N2CCOCC2)CC1=O (stereo not given)	7%	0%	1	-1%	1	-2%	-5	-0.2%	x	-1%	-3
COc1cccc(C(=O)Nc2ccc(C(F)(F)F)n(C)c2=O)c1	-8%	x	i	1%	-1	-1%	8	14%	-23%	-1%	6
CC1(C)Cc2cccc(OCC(=O)Nc3ccccc3C(F)(F)F)c2O1	-13%	7%	-12	0%	3	6%	-14	-0.9%	1%	1%	-11
COc1cc(/C=C2\SC(N)=NC2=O)ccc1OCC(=O)Nc1ccc(C)cc1	-15%	0%	27	3%	1	1%	-3	-0.1%	-6%	0%	-1
O=C(Oc1nsnc1N1CCOCC1)c1ccccc1	-2%	2%	-2	-2%	5	-16%	-15	-0.3%	-1%	-5%	2
O=C(Cn1ccc2ccccc2c1=O)NCC(=O)N1CCN(c2ccc(F)cc2)CC1	2%	-1%	-9	-1%	3	3%	0	0.1%	2%	-3%	u
Cc1ccc(S(=O)(=O)N(CC(=O)NCC2CCCO2)Cc2cccc(C)c2)cc1 (stereo not given)	6%	0%	-2	0%	x	-1%	-25	0.4%	-1%	3%	11
CC(=O)c1ccc(OCC(=O)c2cc(C)n(-c3ccc4c(c3)OCO4)c2C)cc1	-1%	1%	-8	1%	3	8%	-15	-0.8%	-9%	-10%	-15
Cc1nc2ccccc2c2c(N)c3ccccc3n12	-6%	-1%	-17	11%	0	11%	10	-1.0%	-1%	21%	-1
CC(=O)c1ccc(OCc2cc(C(=O)N3CC4C[C@@H]5CC3C[C@H](C4)C5)no2)cc1	2%	0%	-3	0%	x	-10%	2	0.3%	-6%	0%	0
Cc1nc2nc(COc3ccccc3)[nH]n2c(=O)c1Cl	-1%	0%	2	-1%	3	3%	1	0.1%	-11%	u	-17
Nc1ccnn1-c1ccccc1	-2%	3%	-10	0%	-3	-8%	3	-1.1%	-5%	-10%	-3
CCN(CC)C(=O)COc1ccc(-c2ccccc2)cc1	11%	1%	-6	3%	0	5%[15.4 µM]	-4	0.3%	-7%	0%	-5
COCc1cc(C)n(CC(=O)Nc2ccccc2OC)c(=O)c1C#N	3%	3%	-8	-1%	0	5%	5	0.6%	-1%	0%	-2
C=CSc1sc(Cl)c(N(CC)CC)c1[N+](=O)[O-]	-3%	-2%	-4	1%	-3	-3%	-3	-0.2%	-2%	-2%	-10
Cc1ccc2cc3c(N)c4c(C)ccc(C)c4nc3nc2c1	-4%	7%	x	2%	2	10%	2	0.0%	-6%	u	16
C#CCOCCOCCOCCNc1nc(N2CCN(C(=O)[C@H](CCC(=O)O)n3cc(C(N)[C@H](C)CC)nn3)CC2)nc(N2CCN(C(=O)[C@H](Cc3cc4ccccc4[nH]3)n3cc(C(N)[C@H](C)CC)nn3)CC2)n1 (stereo not given in full)	x	-1%	x	-1%	0	-28%	x	0.0%	4%	-1%	x
O=C(Cc1coc2ccc3ccccc3c12)N1CCN(c2ncccn2)CC1	-4%	-3%	-3	4%	1	13%	-4	0.2%	2%	10%	16
Cc1nnc(NC(=O)c2ccc(S(=O)(=O)N3CCCCC3C)cc2)o1 (stereo not given)	1%	4%	27	0%	-2	-4%	-2	-0.1%	-1%	u	1
CCc1nc2ccccc2n1Cc1cc(=O)n2cc(C)ccc2n1	0%	-1%	28	-1%	-1	2%	-6	-1.1%	16µM*	-1%	13
FC(F)(F)c1nnc(Nc2ccc(Cl)cc2)s1	3%	0%	-6	1%	2	-9%	7	-0.9%	1%	12%	-6
COc1ccc(OCC(=O)OC2CCCN(C)C2)cc1 (stereo not given)	3%	1%	3	0%	-1	-2%	-2	-0.1%	-1%	-17%	0
Cc1ccc(-c2ccccc2)n1-c1ccc(C(=O)O)cc1	-5%	1%	x	4%	17	7%	-3	-1.5%	u	u	-6
CNC(=O)c1ccsc1NC(=O)C1CCN(S(=O)(=O)c2ccc(Cl)s2)CC1	-7%	x	-5	0%	x	10%	-20	-0.2%	x	-2%	18
CCOC(=O)N1CCN(c2ccnc3cc(Cl)ccc23)CC1	-2%	3%	-1	1%	0	-12%	-28	-0.9%	-1%	u	14
O=C(O)CCN1C(=O)C2C3CC(C2C1=O)C1C(c2ccccc2)c2sc(=O)n(-c4ccccc4)c2SC31 (stereo not given)	-1%	-3%	8	0%	6	3%	-1	-0.2%	-2%	5%	8
CC(C)c1ccc(NC(=S)N(C)CCc2ccccn2)cc1	-5%	-3%	-11	11%	2	9%	-7	0.1%	4%	0%	-11
CC(C)(C)C(=O)NC(=S)Nc1ccccc1N1CCCC1	0%	-2%	0	1%	1	-8%	5	0.1%	10%	6%	0
O=C(c1cccs1)N1CC=C(c2ccccc2)CC1	-16%	x	2	-1%	x	8%	-8	4.3%	x	-9%	4
O=C1CNC(=S)N1Cc1ccccc1Cl	11%	4%	10	3%	0	6%	6	0.3%	x	1%	11
COc1ccc(NC(=O)c2ccc3nc(-c4ccccc4)c(-c4ccccc4)nc3c2)c(OC)c1	-2%	-3%	-4	0%	4	5%	11	-0.1%	5%	-3%	3
O=C1CSC(c2cccc([N+](=O)[O-])c2)N1c1ccccc1F (stereo not given)	-3%	4%	11	1%	3	-2%	5	-1.6%	-2%	-15%	22
CCSc1nnc(NC(=O)CSc2nnc(CNC(=O)c3cc(OC)c(OC)c(OC)c3)o2)s1	8%	1%	5	0%	6	-3%	18	-0.8%	-3%	u	3

Source: PubChem BioAssay (National Center for Advancing Translational Sciences (NCATS))
